Compound activity deposited in PubChem by several laboratories.
SRC2 inh: inhibits human steroid receptor coactivator 2. Q15596. HEK293 GAL4-SRC2 luciferase reporter, luminescence. inhibition, % at 9 µM. 0.17% of 370,000 active. AID 651957;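 active = inhibition above the mean inhibition of all tested compounds plus 3 SD, set per campaign, cut at about 52% in these data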;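 also: 0% = DMSO treated cells and 100% = cells given Gossypol at 36 µM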
LMP1 NFkB inh: Epstein-Barr LMP1 NF-kappaB reporter inhibition | 0.69% of 350,000 active | LMP1-induced NF-kappaB luciferase reporter cells, luminescence | AID 504558 | inhibition, % at 12.5 µM; in the data active = inhibition above about 41%;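 also: 0% = neutral control wells and 100% = reference inhibitor control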
NCOA3 inh: human NCOA3 inhibition; Q9Y6Q9; HEK293 GAL4-SRC3 luciferase reporter, luminescence; inhibition, % at 3.6 µM; 0.17% of 360,000 active;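 active = inhibition above a per-campaign cutoff, the mean of all compounds plus 3 SD, cut at about 60% in these data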;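 also: 0% = DMSO-treated cells and 100% = gossypol-treated cells at 36 µM; higher means less SRC3-driven luciferase light from the GAL4 reporter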
Target sequence (Q9Y6Q9 whole entry, looked up, the tested form may be a part): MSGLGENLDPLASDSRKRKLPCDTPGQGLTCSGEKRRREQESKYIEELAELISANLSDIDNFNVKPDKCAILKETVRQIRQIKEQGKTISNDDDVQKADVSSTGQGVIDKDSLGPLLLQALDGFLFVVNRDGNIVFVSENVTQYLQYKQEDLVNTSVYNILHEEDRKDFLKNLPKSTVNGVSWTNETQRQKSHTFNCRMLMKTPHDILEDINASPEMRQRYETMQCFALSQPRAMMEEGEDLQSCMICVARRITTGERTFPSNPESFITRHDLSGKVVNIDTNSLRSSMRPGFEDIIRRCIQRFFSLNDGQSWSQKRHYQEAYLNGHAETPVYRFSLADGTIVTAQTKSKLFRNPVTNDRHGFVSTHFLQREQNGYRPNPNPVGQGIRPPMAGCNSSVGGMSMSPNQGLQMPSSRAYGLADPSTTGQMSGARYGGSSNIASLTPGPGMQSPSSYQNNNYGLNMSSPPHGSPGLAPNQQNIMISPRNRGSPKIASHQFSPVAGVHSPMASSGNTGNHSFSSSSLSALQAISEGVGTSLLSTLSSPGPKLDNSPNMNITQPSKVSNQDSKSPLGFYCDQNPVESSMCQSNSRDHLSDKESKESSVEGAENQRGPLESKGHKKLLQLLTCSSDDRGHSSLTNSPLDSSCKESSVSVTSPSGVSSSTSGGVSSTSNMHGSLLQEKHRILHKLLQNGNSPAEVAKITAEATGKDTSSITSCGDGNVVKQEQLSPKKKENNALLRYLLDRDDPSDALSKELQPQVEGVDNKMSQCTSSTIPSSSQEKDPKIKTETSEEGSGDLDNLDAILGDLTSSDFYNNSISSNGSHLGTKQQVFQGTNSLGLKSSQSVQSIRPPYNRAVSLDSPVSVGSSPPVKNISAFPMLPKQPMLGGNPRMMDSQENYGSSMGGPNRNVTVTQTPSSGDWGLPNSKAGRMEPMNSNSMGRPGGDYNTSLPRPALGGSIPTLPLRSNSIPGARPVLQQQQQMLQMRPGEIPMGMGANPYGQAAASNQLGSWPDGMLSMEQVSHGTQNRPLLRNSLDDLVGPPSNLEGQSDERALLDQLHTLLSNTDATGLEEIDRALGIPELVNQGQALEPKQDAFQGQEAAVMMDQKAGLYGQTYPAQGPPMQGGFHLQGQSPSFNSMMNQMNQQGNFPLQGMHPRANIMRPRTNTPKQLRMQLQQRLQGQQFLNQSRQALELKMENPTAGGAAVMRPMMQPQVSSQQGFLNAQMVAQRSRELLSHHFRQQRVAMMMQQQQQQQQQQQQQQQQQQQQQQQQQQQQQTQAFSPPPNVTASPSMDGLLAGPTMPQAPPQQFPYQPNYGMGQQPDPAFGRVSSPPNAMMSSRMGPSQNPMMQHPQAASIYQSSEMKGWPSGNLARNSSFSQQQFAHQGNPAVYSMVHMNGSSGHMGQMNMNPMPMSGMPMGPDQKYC
TLR9-MyD88 inh: blocks human TLR9 binding to MyD88. CHO BLA complementation TLR9-MyD88, CCF4 FRET ratio. 0.21% of 340,000 active. Q9NR96+Q99836. AID 504734. inhibition, % at 4.98 µM;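 active = inhibition above the mean over all tested compounds plus 3 SD, cut at about 21% in these data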;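 also: 0% = DMSO only wells and 100% = clavulanate BLA inhibitor control wells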
TROY NFkB inh: inhibitors of TROY-dependent NF-kB signaling | Q293 LMP1-TROYcd NF-kB luciferase reporter, 4 h | 0.98% of 360,000 active | inhibition, % at 10 µM;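 active = compounds whose plate-normalised and pattern-corrected inhibition of the luciferase reporter signal at the single screening dose is 50% or more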
NR2F2 inh: inhibitors of human COUP-TFII (NR2F2) | inhibition, % at 8.6 µM | HEK293T NGFI-A luciferase reporter, luminescence | AID 686940 | P24468 | 0.7% of 370,000 active;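 active = inhibition above a per-plate cutoff, mean inhibition of test wells between control levels plus 3 SD, cut at about 38% in these data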;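 also: cells cotransfected with COUP-TFII expression vector driving the NGFI-A reporter; 0% = median of COUP-TF2 test wells and 100% = reporter-only cells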
NCOA1 inh: human NCOA1 inhibition; Q15788; HEK293 GAL4-SRC1 luciferase reporter, luminescence; inhibition, % at 3.6 µM; 0.12% of 360,000 active; AID 588354;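 active = inhibition above the campaign mean plus 3 SD, with each screening campaign given its own cutoff, cut at about 60% in these data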;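 also: 0% = DMSO treated cells and 100% = gossypol at 36 µM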
TWEAK-Fn14 inh: TWEAK-Fn14 signaling inhibition. TWEAK-stimulated Fn14 reporter cells, luciferase luminescence, 8 h. inhibition, % at 10 µM. 2% of 360,000 active. AID 1159606; in the data active = inhibition above about 50%
TRAIL sens C8: sensitizes caspase-8 expressing cells to TRAIL | NB7+C8 cells + TRAIL, ATPlite viability luminescence | inhibition (viability loss, TRAIL sensitization), % at 10 µM | 1% of 360,000 active;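 active = compounds causing at least 50% loss of cell viability in the single-dose screen, relative to plate controls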
NR5A2 inv ag: NR5A2 inverse agonism in reporter assay. HEK293T StAR-luciferase reporter, LRH-1 transfected, 24 h. inhibition, % at 3.6 µM. 0.13% of 360,000 active. AID 602396;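 active = inhibition above the mean inhibition of all tested compounds plus 3 SD, cut at about 73% in these data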;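 also: 0% = DMSO wells and 100% = reporter-only cells lacking LRH-1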
NOD2-RIPK2 inh: inhibitors of human NOD2-RIPK2 interaction; O43353; CHO BLA complementation NOD2-RIPK2, CCF4 ratio; inhibition, % at 4.98 µM; 0.38% of 360,000 active; in the data active = inhibition above about 21%;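 also: 0% = vehicle only and 100% = reference blocker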
* = called active by the depositor; / = not tested or not shown.

SMILES	SRC2 inh	LMP1 NFkB inh	NCOA3 inh	TLR9-MyD88 inh	TROY NFkB inh	NR2F2 inh	NCOA1 inh	TWEAK-Fn14 inh	TRAIL sens C8	NR5A2 inv ag	NOD2-RIPK2 inh
N#Cc1ccc(OCC(O)CN2CCN(c3ncc(C(F)(F)F)cc3Cl)CC2)cc1 (centres undefined)	17	6	8	-10	21	16	-1	-10	17	21	2
O=C(CSCc1ccccc1)Nc1ccc(F)c(F)c1	-9	-10	-34	3	-46	-11	-31	-15	-2	-56	-13
COc1ccc(NC(=O)c2noc3c2CCCCC3)cc1	-40	-27	-62	-6	-43	-24	-88	-4	-8	-164	-6
CC(C)(C)c1ccc(Oc2coc3cc(OCC(=O)O)ccc3c2=O)cc1	0	-3	17	3	13	-20	0	33	32	-38	1
Cc1ccccc1OCCC(=O)OCC(=O)Nc1cc(S(=O)(=O)N2CCOCC2)ccc1Cl	-37	-5	-6	-2	2	8	-22	-10	-2	-21	-3
CCOC(=O)[C@]12CCCC=C1N(CCC1=CCCCC1)C(=O)[C@H](CC(=O)NCCCN1CCCC1=O)C2	14	/	/	/	/	-4	/	/	-11	10	1
Cc1cc(NC(=O)c2ccc(Cl)cc2Cl)n(CCC#N)n1	-24	-5	11	6	-4	-18	-5	24	-4	-12	4
CSc1cnn(-c2ccccc2)c(=O)c1SC	2	2	8	3	20	1	6	1	2	-17	-1
COc1c(C)cccc1C(=O)Nc1ccc(CN2CCOCC2)cc1	-56	-18	-96	3	-18	-26	-108	-2	-1	-87	-17
COc1ccc(-c2ccc(NCCC3=CCCCC3)nn2)cc1OC	-14	-19	-1	4	-18	17	6	-32	15	-25	2
CCN(CC)CCNC(=O)c1ccc(NC(=O)c2cc(-c3ccco3)nc3ccccc23)cc1	-26	-15	-3	11	4	-16	-39	-9	4	0	-15
CCCCn1c(N)c(N(CCOC)C(=O)c2c(C)noc2C)c(=O)[nH]c1=O	4	3	-6	9	-10	-11	-16	-7	-4	10	-13
CCOC(=O)C1=C(N)n2c(s/c(=C/c3ccco3)c2=O)=C(C(=O)OC)C1c1ccco1 (centres undefined)	-6	8	-1	2	-13	-7	-2	8	18	25	15
CCCNC(=O)c1ccccc1NC(=O)CN(c1ccccc1OCC)S(C)(=O)=O	-13	0	10	0	-8	-12	-3	12	0	4	-6
COc1ccc(OC)c(Nc2ncnc3c2cnn3-c2ccccc2)c1	-2	-4	-24	2	-18	-17	-26	-1	-6	-42	11

In the list so far, these contain a cyano group:
SMILES	SRC2 inh	LMP1 NFkB inh	NCOA3 inh	TLR9-MyD88 inh	TROY NFkB inh	NR2F2 inh	NCOA1 inh	TWEAK-Fn14 inh	TRAIL sens C8	NR5A2 inv ag	NOD2-RIPK2 inh
N#Cc1ccc(OCC(O)CN2CCN(c3ncc(C(F)(F)F)cc3Cl)CC2)cc1 (centres undefined)	17	6	8	-10	21	16	-1	-10	17	21	2
Cc1cc(NC(=O)c2ccc(Cl)cc2Cl)n(CCC#N)n1	-24	-5	11	6	-4	-18	-5	24	-4	-12	4

Further compounds
SMILES	SRC2 inh	LMP1 NFkB inh	NCOA3 inh	TLR9-MyD88 inh	TROY NFkB inh	NR2F2 inh	NCOA1 inh	TWEAK-Fn14 inh	TRAIL sens C8	NR5A2 inv ag	NOD2-RIPK2 inh
CC(NC(=O)c1cc([N+](=O)[O-])cc([N+](=O)[O-])c1)c1ccc(-n2ccnc2)cc1 (centres undefined)	-24	9	10	-2	4	-21	-10	-1	-10	5	-1
c1ccc(CN2C3=NCCN3c3ccccc32)cc1	-10	0	9	-6	-1	-3	-10	-9	0	-19	-8
Cc1[nH]c2ccccc2c1C(C[N+](=O)[O-])c1cccc(O)c1 (centres undefined)	3	-6	-15	1	14	8	-6	14	0	-24	-10
COC(=O)c1ccccc1N/C=C/C(=O)c1ccc(Br)cc1	-44	-19	-21	-17	-83	-28	-41	-42	8	-74	-7
CCOC(=O)CC1C(=O)NCCN1S(=O)(=O)c1ccc(Cl)cc1 (centres undefined)	-25	1	1	2	7	-16	-11	23	7	-23	-6
Cc1ccccc1CSCCNC(=S)Nc1ccccc1	15	6	5	5	-16	12	2	-10	8	10	-6
COc1cccc(OC)c1C(=O)Nc1ccccc1C(=O)N1CCCC1	-2	-6	11	-7	9	1	-13	6	-2	13	3
COc1ccc(S(=O)(=O)NCCCCCC(=O)O)cc1C(=O)O	8	-4	10	0	-5	-3	15	-6	0	4	1
COc1ccc(C2=CC(c3sccc3C)n3nnnc3N2)cc1 (centres undefined)	-44	-21	-71	-9	-31	-4	-68	-4	17	-2	1
O=C(c1ccc(NC2=NC3CS(=O)(=O)CC3S2)cc1)N1CCN(c2ccccc2F)CC1 (centres undefined)	-3	5	-15	-5	-3	-10	-14	-8	-7	-15	-8
COc1cccc2cc(C(N)=O)/c(=N\NC(=O)c3ccccc3)oc12	-41	7	11	-53	73*	-18	-16	91*	24	5	-1
N/C(=N\OC(=O)C12CC3CC(CC(C3)C1)C2)c1cccnc1	-14	-5	-15	2	-74	-17	-3	-12	9	-24	-2
CCOC(=O)CN1C(=O)/C(=C/c2cccc(Br)c2)Oc2ccccc21	-36	6	-25	8	-19	4	-11	-25	-1	9	-6
Cc1ccc(Nc2nc(-c3cccnc3)cs2)cc1Cl	-73	-22	-82	6	-22	-34	-146	-34	20	-114	17
CC(C)CN(C(=O)c1cccc(S(=O)(=O)N2CCN(c3ccc(F)cc3)CC2)c1)C1CCS(=O)(=O)C1 (centres undefined)	-15	3	-10	-2	2	7	3	9	5	0	-1
O=c1[nH]c(CSc2nc(-c3ccc(F)cc3)cs2)nc2ccccc12	-12	10	20	-2	30	0	10	-20	-5	-18	2
O=S(=O)(c1ccc2oc3ccc(S(=O)(=O)N4CCCCC4)cc3c2c1)N1CCCCC1	8	-3	-1	-8	-8	-7	-21	-1	-11	-9	4
CC1(C)CC(NC(=O)c2c(N)no[n+]2[O-])CC(C)(C)N1	-9	5	9	6	-16	-8	-1	-20	-1	11	-8
CCCCN(Cc1cc2cccc(C)c2[nH]c1=O)S(C)(=O)=O	24	-6	6	-2	8	-7	4	-4	-8	18	-9
O=[N+]([O-])c1ncccc1OCc1ccc(-c2ccccc2)cc1	2	-14	-17	-3	-37	-5	1	-32	6	7	-2
Cc1ccnc(NC(=O)COc2ccc3c(c2)CCC3)c1	-30	-19	-69	-1	40	-30	-99	79*	70*	-122	6
COc1ccc(CCC(C)Nc2cccc(F)c2)cc1 (centres undefined)	-9	1	9	-4	-18	-22	8	-16	4	-7	1
Cc1cccc(NC(=O)CN(C)C(=O)c2ccc(N3CCCCCC3)c([N+](=O)[O-])c2)c1C	14	1	3	-6	5	9	1	-39	0	-32	12
C=Cc1ccc(CC2(C)C(=O)Nc3ccc(-c4cccnc4)cc32)cc1 (centres undefined)	49	/	51	/	48	24	39	81*	20	11	-3
COc1ccc(CCN=Cc2c(C)[nH]n(-c3ccc([N+](=O)[O-])cc3)c2=O)cc1OC	-2	-1	18	2	-11	-11	-6	15	-7	6	-11
NC(=O)CSc1nc2ccccc2c(=O)n1Cc1ccco1	18	-19	-16	-2	3	2	-11	3	3	14	-9
COc1ccccc1N1CCN(C(=O)c2sc3nc(C)nc(N4CCN(c5ccccn5)CC4)c3c2C)CC1	9	9	1	9	-11	17	17	6	7	-8	-11
COc1ccc(Cl)cc1C(=O)n1nc(C)cc1C	-14	2	-10	0	-3	6	0	-14	1	17	-6
CCCCC(=O)Nc1cc(OCC)c(NC(=S)NC)cc1OCC	-4	-8	-9	5	2	9	-6	-15	-2	1	10
Cc1cc(Cn2nc(-c3ccccc3)cc2C(=O)NCc2cccc(C(F)(F)F)c2)on1	5	4	25	-5	37	-6	4	4	-3	5	-11
COc1ccc(Oc2coc3cc(OC(=O)/C=C/c4ccccc4)ccc3c2=O)cc1	5	-3	6	6	0	-21	2	-15	-3	-4	-14
Cc1ccc2oc(C(=O)N3CCN(C)C[C@@H]3C(C)C)c(C)c2c1	-16	-2	-8	-3	-18	-2	-1	1	2	-10	4
COc1ccc(NC(=O)c2ccc(NC3=NC4CS(=O)(=O)CC4S3)cc2)cc1 (centres undefined)	12	-1	14	-8	1	-6	-15	-8	-1	6	5
Cc1ccccc1NC(=O)Cc1nc(COC(=O)c2cc([N+](=O)[O-])ccc2NCCO)cs1	-3	8	-4	7	-2	14	-12	-3	-1	16	-3
c1ccc(-n2nnnc2SCCCSc2nc3ccccc3s2)cc1	-6	-14	8	6	-4	-1	-13	8	12	-2	-2
O=C(c1nn(-c2ccccc2)c(=O)c2ccccc12)N1CCN(c2ccccn2)CC1	-5	2	-11	-4	-36	1	20	-4	-6	13	-9
Cc1cccc(C(=O)NC2=NCCS2)c1	-35	12	-50	3	-12	-45	-108	-20	22	-99	-9
CCOC(=O)C1=CN(Cc2cccc(-c3ccc(F)cc3)c2)S(=O)(=O)N(C)C1C (centres undefined)	-30	-10	11	8	-2	7	-7	-6	15	11	8
O=C(Nc1ccccc1)c1nc[nH]c1C(=O)NCCN(CCNC(=O)c1[nH]cnc1C(=O)Nc1ccccc1)CCNC(=O)c1[nH]cnc1C(=O)Nc1ccccc1	7	-8	12	-2	-4	-2	2	24	14	17	-11
Cc1ccc(NC(=O)c2sc3ncn(CC(=O)N4CCN(c5ccccn5)CC4)c(=O)c3c2C)cc1	3	8	-31	-3	-15	7	-17	-9	5	-23	-3
COc1ccc(C)cc1NC(=O)C1CCN(S(=O)(=O)c2ccc3c(c2)NC(=O)CO3)CC1	-10	-4	-30	-6	18	-6	-26	4	-5	-5	-2
Cc1ccc([C@H]2C[C@H](n3cc(C4CC4)nn3)[C@@H](O)CN2C(=O)c2cccs2)cc1	18	1	-20	-4	-1	15	-7	1	32	-6	-17
C[C@H](CO)N1C[C@H](C)[C@H](CN(C)S(=O)(=O)c2cccs2)OCc2cnnn2CCCC1=O	-13	25	-13	-5	-12	-8	-9	-8	-3	-5	-6
CCC1(C)CC(c2nc(-c3ccc(OC)cc3)cs2)CCS1 (centres undefined)	-38	-5	1	-4	-13	12	-22	11	-1	0	-12
CC(=O)Nc1nc(SCc2ccc(Cl)cc2Cl)n[nH]1	-12	7	-14	-3	-17	11	1	-8	-7	-5	-6
Cc1ccc(C(=O)O/N=C(\N)c2ccc(Br)cc2)cc1	0	-35	-79	8	-9	-4	-52	3	81*	-74	-14
O=C(CN1CCN(c2ccccn2)CC1)Nc1cccc(S(=O)(=O)N2CCCC2)c1	11	10	-27	-10	25	4	-2	14	-2	-18	-2
O=c1ccn([C@@H]2O[C@H](CNCc3cccn3-c3ccncc3)[C@@H](O)[C@H]2O)c(=O)[nH]1	4	/	15	/	-1	-4	-5	-1	-4	4	-12
CCN(CCCNC(=O)CCCOc1cc(=O)n(C)c2ccccc12)Cc1ccccc1	-15	-1	-4	2	-9	-38	-24	-16	10	-11	-18
Cc1cc(=O)[nH]c(SCC(=O)Nc2nonc2C)n1	0	6	-3	-6	3	-10	4	-15	-6	-10	2
O=C(/C=C/c1ccc(Cl)cc1)NC(=S)Nc1ccc(C(=O)O)cc1	11	10	2	4	-2	-19	9	36	-12	3	-2
CC(=O)c1cc2c(C)c(C(=O)c3ccccc3)oc2cc1O	-67	-6	-74	16	38	-58	-80	55*	11	-144	18
O=C(NCN1C(=O)C2C3C=CC(C3)C2C1=O)Nc1nncs1 (centres undefined)	-6	-1	3	-6	3	-27	-3	11	5	6	5
Cc1cccc(/C=N/NC(=O)Cn2nc(C)cc2C)n1	-5	-3	-4	6	-12	6	5	8	-3	5	8

An excerpt; rates above refer to the full screens.
